H9c2 TAG inh = inhibitors of triacylglycerol accumulation, primary screen, cell-based, uHTS, fluorescence, H9c2 | H9c2 cells, Nile Red lipid (TAG) fluorescence; cells loaded with 200 µM oleic acid | inhibition, % at 12.5 µM | 0.66% of 230,000 active | AID 651582, 2012;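 active = pattern-corrected inhibition of lipid staining of at least 50% with the nuclear-stain viability signal not falling by more than 50%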;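 note: 0% = DMSO wells and 100% = triacsin C control wells; some results filed as inactive read as strong as hits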
H9c2 TAG inh DAPI viability = also measured in H9c2 TAG inh; calls as there; DAPI nuclei signal change (viability), lower = more cytotoxic, %;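 whole-well DAPI fluorescence read on a plate reader as a viability signal; minus 50 percent equals half of cells still viable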
An asterisk follows results filed as active. These rows are one share of the data; the hit share may differ from the screen's.

SMILES | H9c2 TAG inh | H9c2 TAG inh DAPI viability
c1cc(-c2n[nH]c(-c3ccncc3)n2)ccn1 | -2.9 | 0.0
CN(C)S(=O)(=O)c1ccc(C(=O)NCC2(N3CCOCC3)CCCCC2)cc1 | 0.0 | -7.0
COc1cc(NC(=O)c2cc(=O)[nH]c3ccc(S(=O)(=O)N4CCOCC4)cc23)cc(OC)c1 | 0.6 | 2.4
CCOC(=O)c1c(NC(=O)CSc2nnc(-c3c[nH]c4ccccc34)n2CC)sc2c1CCCC2 | 19.4 | -6.9
CN(CC1COc2ccccc2O1)C(=S)Nc1ccccc1 (stereo not given) | -10.9 | 5.4
Cc1ccc(NC(=O)COn2nnc3ccc(S(=O)(=O)N(C)C)cc32)cc1F | -0.6 | -4.8
CC(CCc1ccccc1)NC(=O)COC(=O)C1=COCCO1 (stereo not given) | 13.9 | -7.3
CCOc1ccc2c(c1)C(N(CCN1CCOCC1)C(=O)Nc1ccc(OC)cc1OC)CC(C)(C)O2 (stereo not given) | -6.2 | 5.1
O=C1C2CCCCN2C(=O)N1CCCCN1CCN(c2cccc(Cl)c2)CC1 (stereo not given) | 2.3 | 8.2
Cc1nn2c3c(cnc2c1-c1ccccc1)C(=O)CCC3 | 3.9 | 9.9
O=S(=O)(c1ccc2ccccc2c1)N1CCN(Cc2ccccn2)CC1 | 0.2 | 8.7
CCCC(C)(C)C(=O)N1CCC1(C)C(=O)NS(=O)(=O)c1ccccc1Cl (stereo not given) | -0.1 | 6.0
CCN(C1CCS(=O)(=O)C1)S(=O)(=O)c1cc(C)ccc1C (stereo not given) | 0.3 | -1.3
CCOC(=O)c1c(C)nc2c(c1C)c(=O)oc1ccccc12 | -23.2 | 3.0
CC(=O)c1ccc(NC(=O)C2CCN(S(=O)(=O)c3cccs3)CC2)cc1 | -7.0 | -1.3
CCCNC(=O)c1cc(C2CCCN(S(=O)(=O)c3cccc4cccnc34)C2)on1 (stereo not given) | -2.3 | -6.2
CCN(CC(=O)Nc1cc(Cl)cc(Cl)c1)CC(=O)NC1CCS(=O)(=O)C1 (stereo not given) | 12.0 | -6.6
CC1CCC2(CC1)NC(=O)N(CC(=O)Nc1ccc(N3CCCCC3)cc1)C2=O (stereo not given) | -7.3 | 10.2
CC(C)C[C@@H]1NC(=O)[C@H](CO)NC(=O)c2cc([N+](=O)[O-])cc(I)c2OCC[C@@H](C(N)=O)NC1=O | -9.9 | -5.3
CC(C)CNC(=O)C1(C)CCCN1C(=O)c1ccc2c(c1)CCO2 (stereo not given) | -7.6 | 8.8
CCOC(=O)c1c(C)[nH]c(C)c1C(=O)COC(=O)c1ccc(S(=O)(=O)C(F)F)cc1 | -9.0 | 7.5
OCC[C@H]1C[C@@H](O)[C@H](O)[C@]2(Cc3ccccc3CO2)O1 | -17.9 | -2.9
COc1ccc(/C=C/C(=O)OC(C)CN2CCOCC2)cc1 (stereo not given) | 12.8 | 4.8
CCS(=O)(=O)NCCc1cc2cc(C)c(C)cc2[nH]c1=O | 15.5 | -11.3
CN(C)S(=O)(=O)c1ccc(C(=O)Nc2ccccc2[N+](=O)[O-])cc1 | 1.7 | -1.3
Cc1ccccc1N1CCN(C2CCCN(C(=O)c3cc(C(C)C)[nH]n3)C2)CC1 (stereo not given) | 6.4 | 8.3
CC(=O)c1ccc(NC(=O)C2CCC(C)NC2=O)cc1 (stereo not given) | -18.5 | -5.3
CCCCn1c(N)c(N(CCOC)C(=O)CSc2n[nH]c(-c3ccc(C)cc3)n2)c(=O)[nH]c1=O | -10.5 | 5.1
COc1cccc(NC(=O)COC(=O)c2ccc(C)c(S(=O)(=O)N3CCCCC3)c2)c1 | -10.4 | -5.0
CN1CCC(N(C)S(=O)(=O)c2ccc(NC(=O)COc3cccc(Cl)c3)cc2)CC1 | 23.2 | -1.6
O=C(CNc1cccc(C(F)(F)F)c1)Nc1cccc(S(=O)(=O)N2CCCC2)c1 | -12.3 | -7.0
O=C(Nc1ccc(NC(=O)c2ccccn2)cc1)C(=O)Nc1ccc2c(c1)OCCO2 | 0.4 | 13.9
N#C/C(=C(/O)CN1CCN(c2ccccc2F)CC1)c1nc(-c2ccccc2)cs1 | 5.1 | 6.6
CC(C)c1ccc2[nH]c3c(c2c1)CCCC3=O | 4.9 | 8.6
Cc1ccccc1-n1c(Cn2c(=O)sc3ccccc32)nnc1SCC(=O)N1CCOCC1 | 8.9 | -8.2
CCOCCCNC(=O)/C(C#N)=C/c1cc(Br)c(O)c(Br)c1 | 18.6 | -8.4
Cc1ccc(/C=C/C(=O)OCC(=O)NCc2ccccc2)o1 | -3.2 | 20.9
COc1ccc(CCNC(=S)N2CCN(S(=O)(=O)c3ccc(F)cc3)CC2)cc1 | -0.2 | 0.2
O=C1Nc2ccccc2C1=Nc1ccc(-c2nnc3n2CCCCC3)cc1 | 6.1 | 3.4
COCCC(=O)N1CCC(Oc2ccc(C(=O)NCc3ncc(C)[nH]3)cc2)CC1 | -1.4 | 2.9

One compound at a time (already shown). Screens in order: H9c2 TAG inh	H9c2 TAG inh DAPI viability
`O=C1Nc2ccccc2C1=Nc1ccc(-c2nnc3n2CCCCC3)cc1` is listed as 6.1	3.4
`O=C(CNc1cccc(C(F)(F)F)c1)Nc1cccc(S(=O)(=O)N2CCCC2)c1` is listed as -12.3	-7.0

Going on with the list.
SMILES | H9c2 TAG inh | H9c2 TAG inh DAPI viability
COCC(=O)N(Cc1cc2ccc(C)c(C)c2n2nnnc12)C1CCCC1 | -3.8 | -0.7
Cc1ncoc1C(=O)N1CCc2c([nH]c3ccccc23)C1c1ccccc1F (stereo not given) | 7.8 | -5.6
COc1ccc(-c2csc(NC(=O)CCCc3nc4ccccc4c(=O)[nH]3)n2)cc1OC | 1.7 | 4.5
NC(=O)c1ccc(-n2nnnc2SCC(=O)Nc2ccccc2)cc1 | 1.5 | -10.3
CCOC(=O)c1c(C)oc2c1c1c(c3ccccc32)OCN(Cc2cccnc2)C1 | 13.6 | -6.7
CC(OC(=O)c1ccncc1)C(=O)Nc1cccc([N+](=O)[O-])c1 (stereo not given) | 4.5 | -1.5
Cc1nn(Cc2ccc(Cl)cc2Cl)c(C)c1NC(=O)c1sc2ccccc2c1Cl | -97.6 | -7.9
CCOc1ccc(-n2c(O)c(/C=N/Nc3nnc(C)c(=O)[nH]3)c3ccccc3c2=O)cc1 | -10.7 | 5.6
O=C(O)CSc1nnc(COc2ccccc2)n1-c1ccccc1 | -3.0 | -1.6
O=C(Nc1ccc(F)c(F)c1)c1ccccc1 | -2.9 | -4.7
O=C(O)Cc1ccc(NS(=O)(=O)c2ccccc2Br)cc1 | -2.7 | 7.7
Cc1cc2c(NC(=O)CC(C)(C)CC(=O)O)cccc2nn1 | 4.6 | 5.0
C/C(Cn1nnc([N+](=O)[O-])n1)=N\NC(=O)c1ccc(O)cc1 | -7.6 | -1.3
COc1ccccc1CCC(=O)OCC(=O)NC1CCCC1 | -18.7 | 1.1
CC(C)N1CCC1(C)C(=O)Nc1ccc(-n2cccc2)cc1 (stereo not given) | 8.9 | 16.1
CCCCCn1c(=O)c2ccccc2n2c(CCl)nnc12 | 0.3 | -3.7
NC(=O)c1cc2cc(Cl)ccc2o/c1=N/NC(=O)c1cccs1 | -6.3 | -3.7
CCOc1ccc2oc(C(=O)NCc3nc4ccccc4[nH]3)c(C)c2c1 | 17.0 | 3.0
Cc1ccn2c(NC3CCCC3)c(-c3ccccn3)nc2c1 | 40.1 | -7.4
CCCCc1c(C)c(C#N)c2nc3ccccc3n2c1Nc1c(C)n(C)n(-c2ccccc2)c1=O | 7.1 | -2.7
Cc1sc(NC(=O)C2=COCCO2)c(C(N)=O)c1C | 2.9 | -0.4
Cc1c(N2C(=O)/C(=C3\C(=O)N(CC(=O)O)c4ccccc43)SC2=S)c(=O)n(-c2ccccc2)n1C | -9.8 | 4.6
C=CCOc1ccc(/C(O)=C2/C(=O)C(=O)N(CCCN3CCOCC3)C2c2ccc(OC)cc2)cc1 (stereo not given) | -10.2 | -10.8
CCOc1cccc2cc(C(=O)N3CCOCC3)c(=O)oc12 | -7.6 | 7.0
Cc1ccc(S(=O)(=O)NCC(=O)OCC(=O)c2c(N)n(C)c(=O)n(C)c2=O)cc1 | -4.9 | 9.1
Cn1c(N)cc(=O)n(C)c1=S | 3.5 | 5.4
O=C(COC(=O)c1cccc(S(=O)(=O)N2CCc3ccccc32)c1)NCc1ccco1 | -3.1 | 5.3
CC1CCCCN1c1ccc(N)cc1C(N)=O (stereo not given) | -7.9 | 5.0
O=S(=O)(c1cccc(C(F)(F)F)c1)N1CCN(S(=O)(=O)c2ccc3c(c2)OCCO3)CC1 | -0.5 | 0.1
COc1ccc(-c2cc(C(F)(F)F)nc(S(=O)(=O)CCCC(=O)Nc3cc(C)on3)n2)cc1OC | 94.9 | -55.2
NC(=O)COC(=O)c1ccc(S(=O)(=O)NCc2ccco2)cc1 | 1.4 | -11.0
CC1(C(=O)Nc2ccc3c(c2)OCCO3)CCN1C(=O)C/C=C/c1ccccc1 (stereo not given) | 18.7 | -14.5
Nc1nc(SCC(=O)Nc2ccc(F)cc2)[nH]c(=O)c1NC(=O)c1ccc(F)c(F)c1 | 5.2 | -2.2
CCOC(=O)C1=CN2CCCC[C@@H]2CC1=O | -1.3 | -1.1
CC(NC(=S)Nc1ccc(Cl)cc1Cl)C(c1cccs1)N1CCCC1 (stereo not given) | -14.6 | 16.3
Cc1nn(C)c(Sc2ccccn2)c1[N+](=O)[O-] | 3.4 | 1.3
CC(C)c1ccc(NC(=O)CCCN2C(=S)NC(C)(C)CC2C)cc1 (stereo not given) | 5.7 | 5.6
COc1ccc(Cn2c(=O)[nH]c3cc(C(=O)N4CCN(Cc5ccccc5)CC4)ccc3c2=O)cc1 | -2.6 | -17.7
CCOc1ccc(NC(=O)CSc2nnc(-c3ccccc3Cl)n2Cc2ccco2)cc1 | 11.0 | -4.2
Cc1ccc(NS(=O)(=O)c2ccc(NC(=O)c3ccc(Br)o3)cc2)c(C)c1 | -1.0 | -0.8

Some of these compounds in order of count of non-hydrogen atoms, high to low.
SMILES | H9c2 TAG inh | H9c2 TAG inh DAPI viability
C=CCOc1ccc(/C(O)=C2/C(=O)C(=O)N(CCCN3CCOCC3)C2c2ccc(OC)cc2)cc1 (stereo not given) | -10.2 | -10.8
COc1ccc(-c2cc(C(F)(F)F)nc(S(=O)(=O)CCCC(=O)Nc3cc(C)on3)n2)cc1OC | 94.9 | -55.2
CCOc1ccc(NC(=O)CSc2nnc(-c3ccccc3Cl)n2Cc2ccco2)cc1 | 11.0 | -4.2
O=C(COC(=O)c1cccc(S(=O)(=O)N2CCc3ccccc32)c1)NCc1ccco1 | -3.1 | 5.3
Cc1ccc(S(=O)(=O)NCC(=O)OCC(=O)c2c(N)n(C)c(=O)n(C)c2=O)cc1 | -4.9 | 9.1
Cc1ccc(NS(=O)(=O)c2ccc(NC(=O)c3ccc(Br)o3)cc2)c(C)c1 | -1.0 | -0.8
CC(C)c1ccc(NC(=O)CCCN2C(=S)NC(C)(C)CC2C)cc1 (stereo not given) | 5.7 | 5.6
NC(=O)COC(=O)c1ccc(S(=O)(=O)NCc2ccco2)cc1 | 1.4 | -11.0
CCOc1cccc2cc(C(=O)N3CCOCC3)c(=O)oc12 | -7.6 | 7.0
Cc1sc(NC(=O)C2=COCCO2)c(C(N)=O)c1C | 2.9 | -0.4
CC1CCCCN1c1ccc(N)cc1C(N)=O (stereo not given) | -7.9 | 5.0
CCOC(=O)C1=CN2CCCC[C@@H]2CC1=O | -1.3 | -1.1
Cn1c(N)cc(=O)n(C)c1=S | 3.5 | 5.4

Additional results follow:
SMILES | H9c2 TAG inh | H9c2 TAG inh DAPI viability
COCCN1C(=O)C(=O)/C(=C(/O)c2cccc(OC)c2)C1c1ccncc1 (stereo not given) | -12.1 | 2.5
CCn1c(SCC(=O)Nc2cc(C)on2)nnc1-c1cccs1 | -0.7 | 7.6
Cc1ccc(NS(=O)(=O)c2ccc(NC(=O)N3CCCCC3)cc2)cc1 | -55.1 | -1.2
COc1ccc(-c2noc(CCC(=O)N3CCN(c4ccc(Cl)cc4)CC3)n2)cc1 | -5.9 | 2.7
CCC(C)c1ccc(OCCN2CCCC2)cc1 (stereo not given) | 6.9 | -3.1
NC(=O)c1ccccc1NC(=O)COC(=O)C1(c2ccccc2)CC1 | 0.4 | 3.4
Cc1ccc2c(c1)nnn2C1CCN(C(=O)Nc2ccccc2C)CC1 | 1.4 | -3.5
O=C(NNC(=S)Nc1ccccc1)c1cccc(S(=O)(=O)N2CCOCC2)c1 | -3.8 | -1.0
O=C(Cc1ccc(Br)cc1)N1CCc2ccccc2C1 | 5.7 | 2.2
CCCCOc1ccc(CN=C(N)N)cc1Cl | 12.7 | 3.2
Cc1cc(C)nc(SCc2nc3ncccn3c2Br)n1 | 1.6 | 2.2
Cc1ccc(NC(=O)CN(C)C(=O)c2ccccc2Cc2ccccc2)cc1 | -7.5 | -2.4
CCOc1ccc(NC(=O)c2c(N)n(C)c(=O)[nH]c2=O)cc1 | 2.3 | 4.2
CCNC(=O)CSc1nc2ccccc2c(=O)n1-c1cccc(OC)c1 | 5.9 | 1.0
Cc1cc(C)cc(Cn2c3ccc(NC(=S)NC4CCCCC4)cc3c(=O)n2C)c1 | 3.4 | 15.8
